# Screening data as filed in PubChem BioAssay.
# RAM inhibit – inhibitors of the yeast RAM network; S. cerevisiae dse1pr::URA3 reporter, 5-FOA growth OD615, 2 d; analog-sensitive cbk1-as2 kinase mutant strain; actives 1.8% (n = 190,000); inhibition, % at 50 µM; AID 868;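 active means inhibition above a set limit, 3 SD over mean compound inhibition, cut at about 8.4% in these data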;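 further: 0% = DMSO-only wells with no growth and 100% = 10 µM 1-NA-PP1 full growth; inhibition rescues growth on 5-FOA so higher OD means more RAM inhibition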
# Lmaj promast – inhibitors of Leishmania major promastigote growth | Leishmania major promastigotes, resazurin fluorescence viability | inhibition, % at 10 µM | actives 9% (n = 200,000) | AID 1063; in the data active means inhibition above about 50%;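 further: promastigotes grown with compound for 44 hours at 28 °C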
# DTT redox prof – compounds producing H2O2 with reducing agent – biochemical, NIH compound library profiling, artefact control for MLSCN library redox annotation, primary screen; actives 0.03% (n = 200,000); activation, % at 10 µM; AID 878; DTT-dependent redox cycling H2O2, phenol red/HRP absorbance; 100% = 100 µM peroxide control, 0% = buffer;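 active means activation of at least 50% relative to the plate's high and low controls in the primary single-dose screen; inactive means activation below 50%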;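 further: compound incubated with DTT at 0.8 mM final as the reducing agent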
# PPARg SRC-3 ag – agonists of human PPARgamma SRC-3 coactivator recruitment | P37231 | activation, % at 8 µM | actives 0.26% (n = 200,000) | biochemical PPARgamma/SRC-3 coactivator recruitment assay; in the data active means activation above about 23%;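 further: 0% = DMSO and 100% = reference agonist; some compounds past the cut are filed as inactive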
# Efa HMGR inh – blocks class II HMG-CoA reductase of Enterococcus faecalis; purified E. faecalis HMGR, NADPH absorbance 340 nm kinetic; inhibition, % at 10 µM; actives 0.41% (n = 190,000);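 active means inhibition above a set limit, the median over all tested compounds plus 3 SD, cut at about 9.5% in these data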;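 further: enzyme runs in reverse so mevalonate oxidation gives rising NADPH absorbance; 0% = complete reaction with DMSO and 100% = background rate lacking mevalonate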
# S1P3 antagonist – antagonists of human S1P3 receptor; Q99500; CHO S1P3 NFAT-BLA reporter, FRET fluorescence, antagonist mode; inhibition, % at 4.98 µM; actives 0.27% (n = 170,000);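 active means inhibition above the plate cutoff, the mean inhibition of test wells on that plate plus 3 SD, cut at about 28% in these data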;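 further: cells challenged with S1P at its EC80 of 0.8 µM; blue over green emission ratio from cleaved BLA substrate after 4 h stimulation; 0% = S1P-stimulated wells and 100% = unstimulated DMSO-only wells; some compounds past the cut are filed as inactive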
# Target sequence (Q99500 whole entry, looked up): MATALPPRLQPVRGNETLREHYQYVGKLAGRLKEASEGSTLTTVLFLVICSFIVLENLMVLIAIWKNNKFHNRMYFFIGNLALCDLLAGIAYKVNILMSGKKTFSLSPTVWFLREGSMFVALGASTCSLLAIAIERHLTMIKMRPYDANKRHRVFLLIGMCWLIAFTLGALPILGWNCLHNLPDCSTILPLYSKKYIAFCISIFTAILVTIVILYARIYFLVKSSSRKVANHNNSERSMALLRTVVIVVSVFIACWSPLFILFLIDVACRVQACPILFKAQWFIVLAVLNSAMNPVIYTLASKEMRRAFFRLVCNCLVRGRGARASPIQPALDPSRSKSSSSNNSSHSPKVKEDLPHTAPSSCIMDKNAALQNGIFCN
# SRC2 TRFRET art – flags TR-FRET format artefacts in PPARgamma SRC-2 recruitment agonist screen; TR-FRET ratio at 8 µM; AID 1049; TR-FRET artefact counter-screen; stronger effect = higher value; actives 0.4% (n = 200,000); in the data active means TR-FRET ratio above about 2000; further: inactives centre near 1500
# PPARg SRC1 recr – agonists of human PPARgamma SRC-1 coactivator recruitment. P37231. PPARgamma-SRC-1 coactivator recruitment biochemical assay. activation, % at 8 µM. actives 0.41% (n = 200,000); in the data active means activation above about 19%;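 further: 0% = DMSO and 100% = reference agonist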
# ROMK mod – human ROMK K+ channel modulation, primary screen. P48048. Tet-inducible ROMK, thallium flux fluorescence; actives lie on both sides. B-score at 10 µM. actives 2% (n = 130,000). AID 1918;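 active means signal ratio slope over the read window, or its plate-corrected B-score, at least 3 SD from the plate mean, either direction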;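 further: B-score of the F/F0 ratio slope over 7 to 12 s after thallium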
# Target sequence (P48048 whole entry, looked up): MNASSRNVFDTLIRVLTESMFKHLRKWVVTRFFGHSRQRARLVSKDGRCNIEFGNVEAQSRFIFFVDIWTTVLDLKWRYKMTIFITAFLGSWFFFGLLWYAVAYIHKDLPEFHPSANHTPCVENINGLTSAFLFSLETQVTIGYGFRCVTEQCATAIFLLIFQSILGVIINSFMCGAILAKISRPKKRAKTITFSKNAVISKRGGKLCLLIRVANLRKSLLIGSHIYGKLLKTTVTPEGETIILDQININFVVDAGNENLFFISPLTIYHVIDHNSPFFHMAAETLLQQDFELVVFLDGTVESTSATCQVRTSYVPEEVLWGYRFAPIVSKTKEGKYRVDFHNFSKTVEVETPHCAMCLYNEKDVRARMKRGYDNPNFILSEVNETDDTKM
# bIAP inhibitor – intestinal alkaline phosphatase (bovine) inhibition; inhibition, % at 20 µM; 190,000 tested, under 10 active; purified bovine IAP, CDP-star luminescence, 30 min; AID 1019;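 active means over 50% inhibition of intestinal alkaline phosphatase at 20 µM in the single-dose screen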
#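 test system = bovine IAP enzyme | medium = DEA buffer 100 mM, pH 9.8, with MgCl2 1.0 mM, ZnCl2 0.02 mM | detection = luminescence | dosing = single compound dose of 20 µM, 2% DMSO final | incubation = 30 min reaction at room temperature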
# PPARg SRC2 recr – promotes SRC-2 coactivator recruitment by human PPARgamma; PPARgamma LBD-SRC-2 recruitment, biochemical; activation, % at 8 µM; P37231; actives 0.34% (n = 200,000); AID 1032; in the data active means activation above about 22%;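 further: 0% = vehicle and 100% = reference agonist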
# * = called active by the depositor; . = no result given.
entry	structure	RAM inhibit	Lmaj promast	DTT redox prof	PPARg SRC-3 ag	Efa HMGR inh	S1P3 antagonist	SRC2 TRFRET art	PPARg SRC1 recr	ROMK mod	bIAP inhibitor	PPARg SRC2 recr
1	C=CCn1c(SCC(=O)Nc2ccc3c(c2)OCO3)nnc1-c1cc(Br)ccc1O	3.9	1	3.3	0	-1	3	1505	1	-1.4	10	1
2	CC(C)NC(=O)C1CCCN(S(C)(=O)=O)C1 (stereo not drawn)	4.3	-4	2.2	-1	-2	.	1486	-3	.	1	6
3	Cc1cc(C(=O)N2CCCC(C(=O)c3ccc4ccccc4c3)C2)nn1C (stereo not drawn)	1.9	0	-1.2	9	-2	-18	1881	4	-0.11	-2	8
4	CCOC(=O)CSc1ncc(-c2ccc([N+](=O)[O-])cc2)[nH]1	4.0	-2	1.2	-1	-1	17	1521	2	-0.56	-2	-6
5	COCCN(Cc1cc2cc(C)ccc2n2nnnc12)C(=S)Nc1ccccc1C	2.9	5	-0.9	5	-5	-4	1791	4	-0.19	0	7
6	c1ccc(Nc2ncnc3sc4c(c23)CCC4)cc1	2.6	6	2.0	8	-5	.	1410	1	.	10	6
7	Cc1ccccc1NC(=O)Nc1ccccc1Br	3.3	-1	4.1	3	-4	.	1557	4	-0.18	4	9
8	COc1cccc(CC2(CO)CCCN(Cc3[nH]c4ccc(C)cc4c3C)C2)c1 (stereo not drawn)	1.1	50	-1.6	4	1	-15	1699	11	-0.11	8	1
9	COc1ccc(N2CCN(Cc3cc4c(cc3O)CCC4)CC2)cc1	2.3	7	-0.3	-5	-4	.	1477	-2	-2.7	-2	-1
10	O=C(CCl)N(C/C=C/c1ccccc1)c1ccc2c(c1)OCCO2	5.2	76*	-0.5	-3	1	0	1265	-11	-3.1	-5	2
11	COc1ccc(CCNC(=O)COC(=O)c2cc(OC)c(OC)cc2OC)cc1	0.1	-3	0.0	4	-6	-1	1361	-8	0.32	3	-1
12	Cc1ccc(OCCn2cc(/C=C3\C(=O)NN(c4ccccc4)C3=O)c3ccccc32)cc1	7.4	32	1.6	-4	-4	6	1700	-2	1.1	8	1
13	N#Cc1ccsc1NC(=O)CN1CCN(S(=O)(=O)c2ccc3ccccc3c2)CC1	1.4	65*	.	8	2	-14	2346*	19	-1.3	21	28*
14	O=C(CN1C(=O)NC2(CCCCCCC2)C1=O)NC1CCCc2ccccc21 (stereo not drawn)	3.7	5	0.5	6	-6	-13	1594	4	.	13	-2
15	COc1ccc2nc(SCC(=O)Nc3ccc(S(=O)(=O)Nc4nccc(C)n4)cc3)[nH]c2c1	2.4	-2	3.5	-4	-8	.	1649	-1	0.39	-2	-2
16	CC(C)(C)NC(=O)CSc1nnc(CN2CCCCCC2=O)n1-c1ccccn1	0.2	-9	-0.1	-2	-8	-2	1760	-3	0.46	-9	-2
17	CC(=O)N/C(=C/c1ccc([N+](=O)[O-])cc1)C(=O)O	-0.5	-6	-1.8	0	-1	-2	1560	8	.	3	9
18	COc1cccc(CNCCc2c[nH]c3ccccc23)c1OCc1ccccc1F	-0.1	101*	-6.7	1	-5	.	1611	1	.	-19	6
19	Cc1cc(NC(=O)CSc2nc(C3CC3)nc3sc4c(c23)CCC(C)C4)no1 (stereo not drawn)	.	-2	1.8	4	.	-14	1614	6	.	.	7
20	CN1CCN(CC(=O)N(C)c2nc(-c3ccccc3)cs2)CC1	0.5	94*	-0.7	8	-1	-4	1567	4	-1.2	-16	1
21	CCN(CC)C(=O)CSc1nnnn1-c1ccc(F)c(Cl)c1	-0.1	-11	-1.1	7	-2	-8	1406	4	-0.17	-35	9
22	CSc1nnc(Cn2c(=O)sc3ccccc32)n1-c1cccc(Cl)c1	0.7	12	2.0	10	4	4	1610	-6	0.21	7	-1
23	CC(C)CC(=O)OCC(=O)Nc1ccccc1Sc1ccccc1	1.3	-6	-0.3	-1	-3	-3	1537	3	-1.8	18	1
24	OC1CC(c2ccco2)NC2(CCCCC2)C1 (stereo not drawn)	1.0	19	-2.2	-6	-3	.	1390	-4	.	-7	-5

# Part of the list above in order of molar mass, smallest number first.
entry	structure	RAM inhibit	Lmaj promast	DTT redox prof	PPARg SRC-3 ag	Efa HMGR inh	S1P3 antagonist	SRC2 TRFRET art	PPARg SRC1 recr	ROMK mod	bIAP inhibitor	PPARg SRC2 recr
17	CC(=O)N/C(=C/c1ccc([N+](=O)[O-])cc1)C(=O)O	-0.5	-6	-1.8	0	-1	-2	1560	8	.	3	9
20	CN1CCN(CC(=O)N(C)c2nc(-c3ccccc3)cs2)CC1	0.5	94*	-0.7	8	-1	-4	1567	4	-1.2	-16	1
23	CC(C)CC(=O)OCC(=O)Nc1ccccc1Sc1ccccc1	1.3	-6	-0.3	-1	-3	-3	1537	3	-1.8	18	1
21	CCN(CC)C(=O)CSc1nnnn1-c1ccc(F)c(Cl)c1	-0.1	-11	-1.1	7	-2	-8	1406	4	-0.17	-35	9
14	O=C(CN1C(=O)NC2(CCCCCCC2)C1=O)NC1CCCc2ccccc21 (stereo not drawn)	3.7	5	0.5	6	-6	-13	1594	4	.	13	-2
22	CSc1nnc(Cn2c(=O)sc3ccccc32)n1-c1cccc(Cl)c1	0.7	12	2.0	10	4	4	1610	-6	0.21	7	-1
19	Cc1cc(NC(=O)CSc2nc(C3CC3)nc3sc4c(c23)CCC(C)C4)no1 (stereo not drawn)	.	-2	1.8	4	.	-14	1614	6	.	.	7
13	N#Cc1ccsc1NC(=O)CN1CCN(S(=O)(=O)c2ccc3ccccc3c2)CC1	1.4	65*	.	8	2	-14	2346*	19	-1.3	21	28*
15	COc1ccc2nc(SCC(=O)Nc3ccc(S(=O)(=O)Nc4nccc(C)n4)cc3)[nH]c2c1	2.4	-2	3.5	-4	-8	.	1649	-1	0.39	-2	-2

# Following part
entry	structure	RAM inhibit	Lmaj promast	DTT redox prof	PPARg SRC-3 ag	Efa HMGR inh	S1P3 antagonist	SRC2 TRFRET art	PPARg SRC1 recr	ROMK mod	bIAP inhibitor	PPARg SRC2 recr
25	N#Cc1ccc(NC(=O)COC(=O)C2=COCCO2)cc1	0.3	-4	1.4	0	-9	2	1446	0	.	0	7
26	COC(=O)c1c(NC(=O)CC2Sc3ccc(C(F)(F)F)cc3NC2=O)sc(C)c1C (stereo not drawn)	3.1	-5	1.7	1	-2	-10	1678	2	0.3	16	2
27	Cc1c(C(=O)NCc2cccnc2)oc2ccc(S(=O)(=O)N3CCCCCC3)cc12	-1.1	2	-0.2	0	-8	.	1663	3	-0.74	2	1
28	Cc1ccc(-c2nc(CSCC(=O)Nc3cc(C)on3)c(C)o2)cc1	0.2	6	0.1	-6	-14	.	1463	3	.	8	3
29	O=c1[nH]c2ccccc2n1C1=CCCC1	0.8	-4	0.2	16	3	-13	1584	6	0.14	12	10
30	O=C(c1cc2ncc(Br)cn2n1)N1CCOCC1	1.3	-5	0.3	2	-2	.	1503	-1	0.63	-4	-3
31	O=C(NCc1ccccc1)N1CCN(c2ccc(F)cc2)CC1	0.0	-5	-0.3	2	-7	.	1570	5	0.097	18	9
32	Cc1ccc(S(=O)(=O)CCc2nnc(NC(=O)CCl)s2)cc1C	1.5	41	-0.7	5	-4	5	1386	5	0.16	11	1
33	O=S(=O)(c1ccccc1)c1nc(NCc2ccccc2)sc1Cl	3.1	3	0.8	4	-2	9	1647	1	-1.1	10	1
34	Cc1cccc(-n2ncc3c(Nc4c(C)n(C)n(-c5ccccc5)c4=O)ncnc32)c1	7.1	9	1.5	-4	-5	.	1558	-2	.	-12	4
35	O=C(COC(=O)c1ccccc1F)Nc1cccnc1Cl	1.4	1	-1.4	3	-8	-4	1592	-4	-0.3	-12	4
36	C=CCNC(=O)c1onc(CSc2ccc(F)cc2)c1C(=O)O	0.6	-9	16	-2	0	.	1504	7	.	-3	-1
37	COc1ccc(C(=O)C(C)Oc2cccc(NC(=O)c3cccc([N+](=O)[O-])c3)c2)cc1 (stereo not drawn)	5.3	24	-0.7	3	-3	8	1650	4	-0.84	5	10
38	CCN(CCCNC(=O)CN1C(=O)COc2ccccc21)c1ccccc1	0.8	-1	-2.1	-1	-1	.	1620	12	.	7	-1
39	O=C(O)C1CCCCC1C(=O)NCc1ccccc1 (stereo not drawn)	2.5	33	0.1	-4	-1	.	1347	5	0.46	1	-1
40	N#CCCN1CCN(S(=O)(=O)c2ccc(S(=O)(=O)NCc3ccccc3)cc2)CC1	4.3	-3	-0.7	6	-13	4	1666	-1	.	18	0
41	Cc1ccc(/C(CSc2nccn2-c2ncc(C(F)(F)F)cc2Cl)=N\O)cc1	2.8	1	1.0	1	-4	.	1749	-4	.	16	4
42	C=CCn1c(N2CCN(c3ccc(OC)cc3)CC2)nc2c1c(=O)n(C)c(=O)n2C	0.1	18	-1.0	-1	5	-2	1591	-7	0.94	-11	-2
43	S=c1nc(C2COc3ccccc3O2)[nH][nH]1 (stereo not drawn)	-0.1	-5	0.6	2	-1	-17	1549	5	0.5	3	-13
44	CCNc1nc2c(c(=O)[nH]c(=O)n2C)n1CC(C)C	0.8	-8	-0.6	-3	-2	-10	1482	6	.	10	-5
45	Cc1cc(Cl)c2ccc3ccccc3c2n1	0.2	-6	-0.1	3	1	0	1577	2	-0.35	1	1
46	CC1(C)N=C(N)NC(Nc2ccccc2)=N1	1.3	-9	0.7	4	5	.	1653	4	.	9	1
47	Cc1cc(C(=O)OCC(=O)c2c(N)n(C)c(=O)n(C)c2=O)c(C)n1-c1ccccc1	6.2	-9	0.9	-10	-5	-17	1597	7	.	6	-8
48	Nc1ccccc1S(=O)(=O)c1ccccc1N	0.8	-4	3.1	17	-3	22	1610	7	.	3	-1
49	COc1cccc(OC)c1C(=O)OCC(=O)NC(=O)NCc1ccccc1	0.6	11	-0.4	1	0	-4	1621	6	-1.4	-22	-1
50	c1ccc(-c2nc3ccccc3nc2-c2ccccn2)nc1	0.2	-1	0.3	7	-2	-1	1572	9	.	7	13
51	CCN1CCCC1CNC(=O)c1ccc2c(=O)n(CCOC)c(=O)[nH]c2c1 (stereo not drawn)	-0.3	-5	-0.9	-8	-10	.	1517	1	.	9	6
52	O=C(NC1CCCC1)c1cc(S(=O)(=O)N2CCOCC2)c(Cl)cc1Cl	1.0	-3	-0.7	1	-1	-2	1273	-6	0.086	-1	0
53	Cc1ccc(S(=O)(=O)N(C)c2c(C)ccc(S(=O)(=O)NC(C)(C)C)c2C)cc1	3.6	99*	-0.7	-2	5	-11	1634	-10	.	8	0
54	O=C(NC1CCCC1)C(c1ccccn1)N(C(=O)c1csnn1)C1CCCC1 (stereo not drawn)	0.5	-5	-0.4	1	1	.	1532	1	0.76	7	14
55	Nc1c(C(=O)NCc2ccco2)nnn1CC(=O)Nc1ccc2c(c1)OCO2	1.7	-11	-2.7	-3	0	1	1658	2	-0.7	-1	-5

# Outcome played no part in choosing rows. Share with any hit: about 13%.
